# TCR act = Activators of T cell receptors: qHTS campaign. primary human leukocytes, anti-CD3, IL-2 HTRF, 48 h. 330,000 tested, under 10 active. Potency, µM (titrated, usually from 9.22 µM), inactives show at the highest dose activation of IL-2 secretion, hits mostly activators; also: % of control where 0% means no effect
#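 Activity was scored as IL-2 release from primary human leukocytes given only a TCR signal (a-CD3 beads) plus compound for 48 hr. Detection used a two-antibody HTRF format read at 665nm.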
# GALK inh = qHTS Assay for Inhibitors of Human Galactokinase (GALK); P51570; Purified GALK, Kinase-Glo residual ATP luminescence; Potency, µM (doses to about 57.5 µM), without a hit: top-dose activity change, negative = inhibition, usual class: inhibitors; 270,000 compounds, 0.007% hits; AID 1868, 2009; also: potency is read from the fitted curve at half-maximal effect; % is scaled to controls: 0 for no effect and ±100 for the full control effect
#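 5 nM enzyme, 35 uM ATP, 100 uM galactose, 20 mM HEPES pH8.0, 5 mM MgCl2; 1 h RT; residual ATP by Kinase-Glo Plus luminescence, qHTS format.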
# Chronic BCR inh = qHTS Assay to Find Inhibitors of Chronic Active B-Cell Receptor Signaling | ABC-DLBCL IkBa-CBG/CBR reporter, luminescence ratio, 4 h | Potency, µM (top dose mostly 46.1 µM), inactives show at the top dose ratio change, negative = lower green/red ratio, hits mostly inhibitors | 340,000 compounds, 0.05% hits | AID 493014, 2011; active = well fitted inhibition curve with a large enough effect in the signal ratio, with a control signal flat, not every such curve was filed as active; inconclusive = small, poorly fitted or top-dose-only effect, or effect the other way, or a change in a side signal; the % refers to the signal ratio;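 also: potency is read from the fitted curve at half-maximal effect; plate controls were basal doxycycline-induced cells for no effect and cells given 10 µM MG132 for full effect; MG132 reads +100%, hits lower the ratio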
#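 Compounds up to 46 uM were incubated four hours with TMD8 cells whose green CBG68 luciferase is fused to IkappaBalpha; red CBR luminescence normalised the signal, and concentration-effect curves were fitted to fusion, red and ratio data.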
# hERG WT inh = qHTS for Inhibitors of KCHN2 3.1: Wildtype qHTS | Voltage-gated inwardly rectifying potassium channel KCNH2 (Homo sapiens), Q12809 | U2OS, BacMam KCNH2, thallium flux FluxOr; active compounds read low | activity change, % at 1.84 µM | 340,000 compounds, 0.37% hits | AID 720551, 2013;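 active = maximum activity change below -70%; inconclusive = maximum activity change between -70% and -50%; inactive = maximum activity change above -50%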; also: % is scaled to controls: 0 for no effect and ±100 for the full control effect
#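 U2OS cells were transduced with wild-type KCNH2 virus (2.03 x 10^8 / mL) for 4 h at room temperature, then cultured overnight at 37 C. Thallium flux was read with FluxOr dye. Rate constants were normalized to DMSO controls.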
# A-T KAP1 phos = qHTS Assay for Identifying a Potential Treatment of Ataxia-Telangiectasia. […] A-T fibroblasts, KAP-1 phosphorylation AlphaLISA; neocarzinostatin DNA damage 30 min before lysis. Potency, µM (series often up to 57.5 µM), inactives show at the top dose activation, usual class: activators. 320,000 compounds, 0.19% hits. AID 485349, 2010; also: potency is read from the fitted curve at half-maximal effect; % of control where 0% means no effect; nearly all actives have a fitted effect of over 45% in size
#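 ATM-like activity read as KAP-1 phosphorylation via AlphaLISA donor/acceptor antibody pairs after lysis and 6 hr at 25C. Cells were ATM-null patient fibroblasts ([…], hTERT), dosed 60 min, then exposed to the DSB inducer NCS for 30 min.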
# TSHR antag = Antagonists of the Thyroid Stimulating Hormone Receptor: HTS campaign. Thyrotropin receptor (Homo sapiens), P16473. TSHR-expressing cells, TSH-stimulated cAMP HTRF, 2 h; active compounds read low. activity change, negative = inhibition, % at 11.5 µM. 330,000 compounds, 0.2% hits;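 active = activity change below a set negative limit, meaning inhibition stronger than a set level, cut at about -70% in these data; inconclusive = activity change between two set negative limits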; also: % is scaled to controls: 0 for no effect and ±100 for the full control effect
# Target sequence (P16473 whole entry, looked up): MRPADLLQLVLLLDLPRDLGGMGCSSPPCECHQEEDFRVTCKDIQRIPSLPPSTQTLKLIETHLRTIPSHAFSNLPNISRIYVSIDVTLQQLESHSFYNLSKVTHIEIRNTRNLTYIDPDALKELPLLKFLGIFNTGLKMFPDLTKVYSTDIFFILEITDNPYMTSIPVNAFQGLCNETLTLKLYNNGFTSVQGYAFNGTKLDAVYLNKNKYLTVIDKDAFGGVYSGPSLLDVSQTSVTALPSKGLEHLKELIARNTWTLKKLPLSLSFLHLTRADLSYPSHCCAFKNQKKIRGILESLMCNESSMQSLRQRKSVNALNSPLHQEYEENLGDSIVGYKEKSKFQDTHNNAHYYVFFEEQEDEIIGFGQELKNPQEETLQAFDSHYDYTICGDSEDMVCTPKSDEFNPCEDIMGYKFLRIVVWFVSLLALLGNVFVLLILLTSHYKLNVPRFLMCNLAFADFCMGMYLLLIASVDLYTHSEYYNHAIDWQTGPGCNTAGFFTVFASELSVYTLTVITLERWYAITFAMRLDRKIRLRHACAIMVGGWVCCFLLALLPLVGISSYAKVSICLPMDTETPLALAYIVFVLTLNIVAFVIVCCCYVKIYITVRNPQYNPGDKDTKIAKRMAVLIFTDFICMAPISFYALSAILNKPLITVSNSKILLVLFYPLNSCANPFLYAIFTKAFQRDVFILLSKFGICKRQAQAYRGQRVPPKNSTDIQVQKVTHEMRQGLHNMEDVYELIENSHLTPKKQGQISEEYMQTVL
#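 Cell-based HTRF cAMP assay; TSHR cells + compound, TSH EC80 (4nM final), 2 h, 37 deg C. Lysis with anti-cAMP cryptate and cAMP-d2, 30 min RT, read 665/620 nm.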
# MLL CXXC-DNA inh = qHTS Fluorescence Polarization Assay for Inhibitors of MLL CXXC domain - DNA interaction. Histone-lysine N-methyltransferase 2A (Homo sapiens), Q03164. MLL-CXXC / FITC-HOXA9 DNA fluorescence polarization. Potency, µM (series often up to 115 µM), for the others: top-dose activity change, negative = inhibition, hits mostly inhibitors. 290,000 compounds, 0.037% hits; active = well fitted inhibition curve with a large enough effect in the polarisation, with a control signal flat, not every such curve was filed as active; inconclusive = small, poorly fitted or top-dose-only effect, or effect the other way, or a change in a side signal; inactive = no such curve, though single readings can be large or run the other way; the % refers to the polarisation; also: potency is read from the fitted curve at half-maximal effect
#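 Fluorescence polarization: 7 uM MLL-CXXC (stock) preincubated 5 min with compounds, then 50 nM fluorescein-HOX-A9 DNA (stock) added; 30 min ambient. Buffer 50 mM Tris-HCl pH 7.5, 50 mM NaCl, 1 mM DTT, 0.05% BSA.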
# Tb PFK inh = qHTS Assay to Find Inhibitors of T. brucei phosphofructokinase | ATP-dependent 6-phosphofructokinase (Trypanosoma brucei brucei), O15648 | T. brucei PFK, ADP-Glo luminescence | Potency, µM (doses to about 57.5 µM), inactives show at the highest dose activity, negative = inhibition, usual class: inhibitors | 330,000 compounds, 0.17% hits;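 also: potency is read from the fitted curve at half-maximal effect; 0% = uninhibited 1x PFK enzyme wells and -100% = no-enzyme wells; nearly all actives have a fitted effect of over 60% in size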
#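 In TEA buffer at pH 8.0 with 5 mM MgCl2, enzyme (1.25 nM) converted F6P (0.5 mM) and ATP (0.1 mM) for 45 min at room temperature. ADP product was read by luciferase luminescence.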
# Coupling enz = qHTS Assay for Inhibitors of Fructose-1,6-bisphosphate Aldolase from Giardia Lamblia: Coupling assay counterscreen | coupling enzyme system counterscreen, AmpLite Red fluorescence | activity change, negative = inhibition, % at 58.2 µM, hits read low | 290,000 compounds, 0.67% hits | AID 2472, 2010; in the data active = activity change below about -30%; also: % is scaled to controls: 0 for no effect and ±100 for the full control effect
#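 Compounds tested against the coupling enzymes alone at 57.5 uM final; readout was AmpLite Red fluorescence (525/598 nm) after 20 min at RT.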
# Giardia killer = Small Molecules that selectively kill Giardia lamblia: qHTS; Giardia lamblia trophozoite viability; activity change, % at 7.66 µM, hits read low; 340,000 compounds, 0.15% hits; in the data active = activity change below about -80%; inconclusive = between about -30% and that limit;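 also: parasites exposed to compound for two days anaerobically before the ATP read; % is scaled to controls: 0 for no effect and ±100 for the full control effect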
#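 Each well holds 100 Giardia trophozoites and compound. After two days (48 hrs) at 37 deg C in anaerobic conditions, ATP is quantified by luminescence.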
# * hit, by the source's call; ? = inconclusive; nt = no result given; [ ] = remark or other dose. Unless noted, calls follow the shape of the dose curve; as a rule, active = well fitted curve in the direction sought with a large enough effect; inconclusive = small, poorly fitted or top-dose-only effect, or another doubt; inactive = no such curve, though single readings can be large; an effect the other way counts as inactive or inconclusive. Rows were taken by chance; about 1.6% have a hit in one of these screens.
SMILES,TCR act,GALK inh,Chronic BCR inh,hERG WT inh,A-T KAP1 phos,TSHR antag,MLL CXXC-DNA inh,Tb PFK inh,Coupling enz,Giardia killer
Cc1ccc2c(COC(=O)C3CSC4(C)CCC(=O)N34)cc(=O)oc2c1C (configuration not stated),5%,nt,0%,-15,0%,-31,nt,2%,nt,-10
COc1ccc(CNC(=O)c2ccc(Cl)c(S(=O)(=O)N3CCOCC3)c2)cc1OC,5%,nt,-1%,-3,14%,-28,nt,-9%,nt,5
CC(C)c1ccccc1NC(=O)COC(=O)c1cc([N+](=O)[O-])ccc1N1CCOCC1,3%,nt,?,4,-25%,-7,nt,-1%,nt,0
COc1ccccc1NS(=O)(=O)c1cc(C(=O)NCC(c2ccc(F)cc2)N2CCOCC2)ccc1C (configuration not stated),-3%,nt,?,-2,-1%,7,nt,3%,nt,8
O=C(N/N=C/c1cccc(O)c1)c1ccc(NC(=O)C2CCCCC2)cc1,-7%,0%,7%,5,1%,16,21%,-15%,-1,-6
O=C(c1ccccc1)c1ccccc1N1C(=O)C=CC1=O,0%,1%,?,-4,?,-14,0%,?,1,0
Cc1nn(C2CCS(=O)(=O)C2)c(Cl)c1/C=C/C(=O)OCC(=O)Nc1ccccc1[N+](=O)[O-] (configuration not stated),-1%,-2%,0%,-22,2%,-6,7%,-5%,0,2
COc1cccc(C(=O)Nc2nc(SCc3ccc(Cl)cc3)n[nH]2)c1,2%,-3%,?,0,10%,-4,36%[activator],13%,-2,-10
COc1cccc(-c2nn(-c3ccccc3)cc2/C=C\C(=O)c2cccs2)c1,-9%,-1%,?,9,8%,-16,18%,2%,-3,0
COc1cc(C=O)ccc1OCCOCCOc1ccc(Cl)cc1,6%,3%,8%,0,3%,7,-5%,0%,-2,21
CC(OC(=O)c1cc(=O)c2cc(Cl)ccc2o1)C(=O)N1CCCC1 (configuration not stated),4%,nt,-6%,-1,5%,1,nt,11%,nt,-5
OC(c1ccccc1)c1cccnc1 (configuration not stated),3%[46.1 µM],-5%,6%,-4,18%,-13,-3%,-7%,0,2
COc1cccc(C(=O)Nc2cccc(-c3nnc(-c4ccco4)o3)c2)c1,2%,2%,?,10,nt,-27,-5%,3%,0,-2
O=C1CCCC2=C1C(c1ccccc1)CC(=O)N2c1ccc(F)cc1F (configuration not stated),-1%,9%,1%,-3,2%,0,-3%,-3%,3,-1
O=C1c2ccccc2C(=O)N1CC1c2ccccc2CCN1C(=O)N1CCOCC1 (configuration not stated),2%,0%,3%,0,0%,-2,10%,3%,1,-4
CC(C)(Oc1ccc(Cl)cc1)C(=O)NC1CCN(Cc2ccccc2)CC1,-30%,nt,0%,26,5%,-1,nt,4%,nt,4
CCCCn1nc2cc(C(=O)NCc3ccc4c(c3)OCO4)ccc2c1OCC,1%,-2%,?,13,0%,5,0%,-2%,0,2
CCOC(=O)c1c(S(=O)(=O)N2CCC(C)CC2)c(C)n(C)c1C,5%,-4%,1%,-1,5%,20,9%,5%,0,2
CCN1CCN(C(c2cccc(OC)c2)c2sc3nc(C)nn3c2O)CC1 (configuration not stated),6%[46.1 µM],0%,-13%,2,1%,6,5%,-8%,3,-14
COC(=O)Cc1nc(Nc2ccccc2)sc1C,2%,0%,-2%,-1,1%,-4,7%,0%,1,-15
CCC(=O)N1CCc2cc(S(=O)(=O)N3CCc4ccccc43)ccc21,2%,-2%,28%,6,8%,19,17%,-8%,-3,1
Cc1cccc(C(=O)Oc2ccc(/C=N/NC(=O)c3ccccc3O)cc2)c1,1%,1%,?,4,-1%,11,20%,-4%,3,-6
CC(C)n1cnc2cc(NCc3nc4ccccc4n3C)ccc21,7%,nt,-3%,-1,-1%,15,-1%,-6%,0,-13
Cc1sc2ncnc(N3CCN(S(=O)(=O)c4ccc(C(C)(C)C)cc4)CC3)c2c1C,-3%,nt,-2%,-4,0%,-2,nt,0%,nt,-6
CCOC(=O)CSc1nc(-c2ccc3c(c2)OCO3)ccc1C#N,0%,1%,?,-2,7%,-3,0%,-6%,0,-3
O=c1c2ccccc2nc2n1C(CSc1ccccc1)CS2 (configuration not stated),0%,3%,-4%,1,-3%,6,59%[activator],-9%,0,-18
Cc1cc(C)c(NC(=O)COc2cccnc2[N+](=O)[O-])c(C)c1,3%,nt,2%,-3,-8%,-10,nt,-2%,nt,?
COc1ccccc1NC(=O)CCC(=O)N1CC(C)Oc2ccc(C)cc21 (configuration not stated),-3%,nt,-25%,-7,34%,-8,nt,1%,2,-9
CCCOc1ccc(/C(O)=C2/C(=O)C(=O)N(CCN(C)C)C2c2ccc(OC)c(OC)c2)cc1 (configuration not stated),1%,-1%,-2%,-3,nt,10,-15%,2%,4,-3
Cn1c(=O)n(C)c2cc(S(=O)(=O)Nc3cc(Cl)ccc3O)ccc21,-7%,0%,?,nt,2%,-14,-3%,-3%,-3,-15
CCOC(=O)Cc1nc(-c2ccccc2)n[nH]1,nt,0%,5%,-31,-4%,19,0%,6%,-2,10
Cc1ccc(-c2nnc3ccc(SCC(=O)NCc4ccco4)nn23)cc1,-9%,1%,-11%,-14,-14%,-2,0%,-9%,4,11
CC1(C)Oc2nc3ccccc3n2/C1=C\C#N,0%[46.1 µM],0%,-19%,10,7%,16,2%,0%,5,8
O=C1C2C3C=CC(C3)C2C(=O)N1CCN1CCN(S(=O)(=O)/C=C/c2ccccc2)CC1 (configuration not stated),-7%,6%,0%,nt,3%,1,0%,-7%,0,-24
CCNC(=S)N1CCC(NC(=O)c2ccco2)CC1,0%,12%,1%,5,4%,-9,-1%,0%,0,?
CCN1CCN(c2ccc(S(=O)(=O)N3CCCCC3)cc2NC(=O)/C=C/c2ccc(OC)c(OC)c2)CC1,6%,nt,?,7,nt,-12,nt,12%,nt,0
COCCN(C(=O)COc1ccccc1C#N)c1c(N)n(Cc2ccccc2)c(=O)[nH]c1=O,-6%,nt,1%,0,1%,2,nt,-3%,nt,-5
c1cncc(-c2nc(NCc3ccco3)c3ccccc3n2)c1,-5%,-1%,12%,8,1%,-6,0%,-2%,-6,1
COc1cc(OC)c(C(=O)NC23CC4CC(CC(C4)C2)C3)cc1OC,-1%,5%,-7%,1,5%,-15,-2%,0%,-1,-20
Cc1ccc(C(=O)Nc2ccc3[nH]c(=O)[nH]c3c2)c(C)c1,-1%,1%,2%,-14,-1%,2,-2%,-7%,0,-18
COc1ccc([C@H]2C=C3CN(C(=O)OC(C)(C)C)S(=O)(=O)[C@H]3C[C@H]2OC(=O)c2cccs2)cc1,8%,-1%,-8%,5,30%,6,-16%,4%,-4,-12
Nc1c(N(Cc2ccco2)C(=O)c2ccccc2F)c(=O)[nH]c(=O)n1Cc1ccccc1,1%,nt,-1%,12,-9%,2,nt,18%,nt,-21
CCN(CC)S(=O)(=O)c1ccc(Cl)c(C(=O)Nc2cc(C)nn2-c2ccccc2)c1,2%[46.1 µM],-2%,-4%,-14,9%,15,4%,4%,4,0
CC1(C)CC(=O)C=C(Nc2ccc(S(N)(=O)=O)cc2)C1,3%,0%,9%,-3,-9%,10,-2%,2%,2,4
O=C(Nc1ccccc1-c1ccccc1)C1CCCC1,1%,-2%,-1%,5,19%,8,-3%,-5%,-1,-4
O=C(CCn1c(=O)c2cccn2c2cccnc21)NCc1cccc(Cl)c1,4%,-1%,-9%,4,4%,-3,-11%,2%,-1,28
CC/C(O)=C1\C(=O)CC(C)(C)CC1=NCCc1nc2ccccc2[nH]1,1%,1%,-1%,-12,3%,-5,8%,-6%,0,-2
COc1ccccc1CNC(=O)C(C)NS(=O)(=O)c1ccc(Br)cc1 (configuration not stated),-2%[46.1 µM],0%,4%,1,nt,-3,3%,-1%,3,1
CN(CC(=O)Nc1ccc(F)cc1)C(=O)c1ccccc1Sc1ccccc1C#N,2%,nt,0%,1,-4%,-3,nt,1%,nt,7

# Entries above containing a tert-butyl group, in the order listed:
SMILES,TCR act,GALK inh,Chronic BCR inh,hERG WT inh,A-T KAP1 phos,TSHR antag,MLL CXXC-DNA inh,Tb PFK inh,Coupling enz,Giardia killer
Cc1sc2ncnc(N3CCN(S(=O)(=O)c4ccc(C(C)(C)C)cc4)CC3)c2c1C,-3%,nt,-2%,-4,0%,-2,nt,0%,nt,-6
COc1ccc([C@H]2C=C3CN(C(=O)OC(C)(C)C)S(=O)(=O)[C@H]3C[C@H]2OC(=O)c2cccs2)cc1,8%,-1%,-8%,5,30%,6,-16%,4%,-4,-12
